Source: PubChem BioAssay
Shn3 inh set2 – inhibitors of Schnurri-3 3'UTR reporter in osteoblasts. inhibition, % at 12.5 µM. Clone20 osteoblast Shn3 3'UTR firefly luciferase, 24 h. 360,000 compounds, 0.52% hits;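 active means mean inhibition of at least 75% with every replicate also reaching 75%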;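 further: 0% = median of neutral control wells and 100% = pilot-screen positive control compound; some compounds past the cut are filed as inactive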
KKLEB tox – reduces viability of KKLEB cystic fibrosis airway cells; KKLEB CF airway cells viability, ATPlite luminescence, overnight; stronger effect = lower value; cells stimulated with P. aeruginosa culture filtrate; AID 602141; activity change (cytotoxicity), % at 5 µM; 360,000 compounds, 0.36% hits;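 active means corrected activity change at or below -50% at 5 µM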
hiPSC survival – increases survival of single human iPS cells; hiPSC single-cell survival, ATPlite luminescence; 100% = ROCK inhibitor wells, 0% = DMSO; survival enhancement, % at 20 µM; 360,000 compounds, 0.044% hits; AID 602274; in the data active means survival enhancement above about 18%;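 further: cells exposed to compounds for 16 hours before the ATP read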
CF NFkB inh – blocks PAF-induced NF-kB reporter in cystic fibrosis cells; KKLEB NF-kB-GFP reporter, GFP fluorescence overnight; inhibition, % at 5 µM; 360,000 compounds, 0.86% hits;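 active means at least 50% inhibition at 5 µM, scaled per plate between neutral and stimulator controls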;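 further: PAF is a Pseudomonas aeruginosa culture filtrate used as stimulus; plate controls were PAF-stimulated DMSO wells for no effect and unstimulated DMSO wells for full effect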
EBV LMP1 NFkB – Epstein-Barr LMP1 NF-kappaB reporter inhibition; LMP1-induced NF-kappaB luciferase reporter cells, luminescence; 350,000 compounds, 0.69% hits; AID 504558; inhibition, % at 12.5 µM; in the data active means inhibition above about 41%;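 further: 0% = neutral control wells and 100% = reference inhibitor control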
HIF-2a block – HIF-2a inhibition; 786-0 RCC cells HIF-2a reporter, luciferase luminescence, overnight; inhibition, % at 18.8 µM; 360,000 compounds, 0.72% hits;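 active means inhibition of the luminescence signal of 40% or more relative to plate controls, in a single-dose primary screen at 18.75 µM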
TRPM1 prom inh – inhibitors of MITF-driven TRPM1 promoter in melanoma cells | AID 488899 | inhibition, % at 12.5 µM | SK-MEL-5 TRPM1 promoter luciferase, 24 h | 330,000 compounds, 0.83% hits;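 active means mean inhibition across replicates of 60% or more, whatever share of single replicates reaches that level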; further: values of inactives mirror those of a sister screen read the other way
Peg3 prom inh – Peg3 promoter activity inhibition | HeLa PEG-Prom luciferase reporter, luminescence, overnight | inhibition, % at 20 µM | 360,000 compounds, 1.7% hits;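 active means inhibition of at least 50% at 20 µM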
C8 TRAIL sens – caspase-8 TRAIL sensitization; inhibition (viability loss, TRAIL sensitization), % at 10 µM; 360,000 compounds, 1% hits; NB7+C8 cells + TRAIL, ATPlite viability luminescence;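 active means compounds causing at least 50% loss of cell viability in the single-dose screen, relative to plate controls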
NR2E3 ag-1 – activates human photoreceptor nuclear receptor NR2E3; Q9Y5X4; GST-NR2E3/biotin-RetCOR TR-FRET, 1536-well; inhibition of corepressor binding, % at 4.78 µM; 320,000 compounds, 0.12% hits; AID 2300;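 active means percent inhibition above the cutoff of mean plus 3 SD of all tested compounds, set per screening campaign, cut at about 20% in these data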;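 further: 0% = DMSO wells and 100% = biotin wells as full block of FRET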
Target sequence (Q9Y5X4 whole entry, looked up): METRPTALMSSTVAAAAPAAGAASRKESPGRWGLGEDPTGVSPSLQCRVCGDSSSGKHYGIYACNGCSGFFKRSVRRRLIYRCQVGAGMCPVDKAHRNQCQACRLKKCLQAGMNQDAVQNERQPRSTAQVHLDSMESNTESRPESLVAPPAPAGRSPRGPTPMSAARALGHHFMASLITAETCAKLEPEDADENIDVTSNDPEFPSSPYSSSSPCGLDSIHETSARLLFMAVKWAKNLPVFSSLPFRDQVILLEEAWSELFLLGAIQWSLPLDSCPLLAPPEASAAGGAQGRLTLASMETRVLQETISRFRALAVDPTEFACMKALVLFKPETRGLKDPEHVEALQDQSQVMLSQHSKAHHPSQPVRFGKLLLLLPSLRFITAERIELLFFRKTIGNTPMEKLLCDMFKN
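Assay system: NR2E3–RetCOR corepressor complex. Quantity: 1.35 nM GST-NR2E3. Buffer or medium: pH 7.5 Tris-based buffer. Reagent: biotinylated RetCOR corepressor at 7 nM final. Schedule: 5 h at 4 °C. Detection: TR-FRET, emission read at 617 and 671 nm. Replicates: one well per compound, singlicate testing.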
NR2E3 ag-2 – activates human NR2E3 receptor. CHO-S Gal4-NCOR/VP16-NR2E3 two-hybrid, luciferase. inhibition of corepressor binding, % at 3.98 µM. 360,000 compounds, 0.35% hits. AID 602229;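 active means inhibition above the mean of all tested compounds plus 3 SD, cut at about 70% in these data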;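 further: 0% = DMSO with NR2E3 transfected cells and 100% = cells lacking NR2E3 construct; higher means lower luciferase signal from less NR2E3 corepressor binding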
Starred values were filed as active, the others as inactive; . = no result given. Some of the compounds tested; rates above refer to the full screens.

SMILES	Shn3 inh set2	KKLEB tox	hiPSC survival	CF NFkB inh	EBV LMP1 NFkB	HIF-2a block	TRPM1 prom inh	Peg3 prom inh	C8 TRAIL sens	NR2E3 ag-1	NR2E3 ag-2
O=C(c1cccnc1Cl)N(Cc1ccccc1)Cc1ccccc1	-33	-18	0.7	8	-21	16	1	33	3	-1	-12
CCC(C)C(=O)Nn1c(C2CC2)nc2cc(OC)c(OC)cc2c1=O (stereo not given)	-4	-9	0.1	11	3	17	10	2	-8	3	7
CCC(=O)Nc1ccc(C(=O)Nc2ccc3c(c2)C(=O)N(CC2CCCO2)C3=O)cc1 (stereo not given)	6	17	-2.2	-1	-3	11	3	5	26	4	-27
CC/C(=N\Nc1ccccc1[N+](=O)[O-])c1ccc(O)cc1	-50	-1	-0.5	17	-12	-115	4	-67	-4	-1	-46
CC1CCCN(C(=O)N2c3ccccc3Sc3ccccc32)C1 (stereo not given)	11	-8	-0.5	-17	3	-9	4	12	5	0	-38
Cc1ccccc1-c1nnn(CC(=O)c2ccc(S(=O)(=O)N3CCCC3)cc2)n1	44	11	-1.1	-12	-1	18	6	21	-12	-2	-12
COc1cc(OC)cc(OC(=O)C2CCN(C(=O)c3ccc(F)cc3)CC2)c1	-2	14	-0.4	-20	1	0	-12	3	-1	-1	-7
Cc1ccccc1CN1CCN(c2nc3ccccc3s2)CC1	-109	-10	-0.1	13	-10	-293	-73	-331	8	3	-131
COc1ccc(NC(=O)Cn2nnc3sc4c(c3c2=O)CC(C)(C)OC4)cc1	-4	0	-0.8	4	7	15	7	9	-1	3	-11
Cn1ncc([N+](=O)[O-])c1C(=O)N/N=C/c1ccc(F)cc1	-1	-15	1.6	18	-10	-14	2	7	7	5	1
CCOC(=O)c1sc(NC(=O)/C=C/c2ccccc2)nc1C	-31	-9	-0.6	-3	5	-127	-26	-51	1	0	-22
Cc1ccc(N2CC(C(=O)Nc3cc(S(=O)(=O)N4CCCCC4)ccc3C)CC2=O)cc1 (stereo not given)	30	-4	0.2	-3	-1	9	.	0	-1	.	-10
O=C(CSc1ncccn1)N1CCc2ccccc2C1	-15	-2	4.2	11	-8	-15	0	-8	-2	-1	-13
COc1cc(NC(=O)Nc2cccc([N+](=O)[O-])c2)cc(OC)c1	14	19	-3.3	-9	-1	-25	-3	-18	-2	2	-10
COc1ccc(N=C2CC(C)(C)CC(=O)/C2=C(/O)c2ccccc2)cc1	3	-9	1.0	3	2	17	7	4	-5	2	-12
COc1cccc(-c2cc(C(F)(F)F)n3nc(N)nc3n2)c1	2	-8	-3.7	29	-6	-11	3	-15	4	2	-2
O=C(c1ccco1)N1CCN(C(=O)C(c2ccccc2)c2ccccc2)CC1	-2	-4	-2.4	3	-21	10	5	12	-1	-1	-17
COc1cc(OC)cc(C(=O)Nc2nc(CC(=O)NCc3ccc(F)cc3)cs2)c1	4	-11	-0.4	12	-10	2	8	32	18	-1	-18
O=C(O)C(Cc1ccccc1)N1C(=O)C2CCCCC2C1=O (stereo not given)	0	5	1.1	-7	1	14	8	7	1	4	1
CC1(C)N=C(N)N=C(N)N1c1ccc(OCC(=O)Nc2ccccc2)c(Cl)c1	42	5	-0.7	-45	-10	31	.	10	81*	.	16
N#C/C(=C\c1ccc(Cl)cc1)c1nc(-c2ccco2)cs1	-22	-28	-0.7	28	-16	-182	-23	-136	6	6	9
CCN(CC)S(=O)(=O)c1ccc(NC(=O)C2COc3ccccc3O2)cc1 (stereo not given)	16	-4	1.8	5	-2	-19	-18	-16	-3	2	7
CCN(C[C@H]1N[C@@](Cc2ccccc2)(C(=O)OC)[C@H]2C(=O)N(C)C(=O)[C@@H]12)S(=O)(=O)c1ccccc1	-8	2	0.6	12	-6	-2	-11	-13	1	.	-10
Cc1cccc(C)c1N(CC(=O)NCc1ccccc1)C(=O)c1csnn1	7	7	0.1	-2	-1	8	9	7	6	2	-16
O=C(NCc1ccc(Cl)cc1)c1ccc(N2CCCC2=O)cc1	-37	1	-0.5	-8	3	-96	-24	-63	1	0	-21

(listing goes on)
SMILES	Shn3 inh set2	KKLEB tox	hiPSC survival	CF NFkB inh	EBV LMP1 NFkB	HIF-2a block	TRPM1 prom inh	Peg3 prom inh	C8 TRAIL sens	NR2E3 ag-1	NR2E3 ag-2
Cc1ccc(C2C=C(c3ccccc3)Nc3ncnn32)cc1 (stereo not given)	-18	-1	-3.4	-7	-1	-13	-4	-2	-5	2	6
Cc1nnc(N(C)C(=O)Cc2ccc3c(c2)OCO3)s1	1	3	-2.9	-9	-1	1	8	1	-2	1	1
Cc1ccc(S(=O)(=O)Nc2ccc(NC(=O)/C=C/C(=O)O)cc2)cc1	17	4	-0.7	-4	7	11	12	-2	-4	8	3
Cn1c(=O)c2c(nc(CN3CCN(C(=O)c4ccco4)CC3)n2Cc2ccc(Cl)cc2)n(C)c1=O	-6	-10	-0.4	-2	-2	21	-11	12	11	1	-30
O=S(=O)(O)c1cc(O)c2ccc(Nc3ccccc3)cc2c1	-4	21	-4.1	-10	-6	10	8	16	0	.	-5
COc1cc(CNCc2ccccc2)ccc1OCC(O)c1ccccc1 (stereo not given)	10	12	-0.3	-9	-8	7	5	8	-4	-3	8
O=C(Nc1ccc(C(F)(F)F)cc1)C1CCN(S(=O)(=O)c2ccc(N3CCCC3=O)cc2)CC1	78	-2	-0.3	-21	15	16	-3	18	14	2	-38
COCCNC(=O)C(c1cccs1)N(C(=O)Cn1nnc2ccccc21)c1ccccc1 (stereo not given)	2	5	-0.6	8	-1	15	11	2	3	0	-18
NC(=O)C1CCN(c2ncccc2[N+](=O)[O-])CC1	-6	4	0.2	6	1	8	-8	8	10	5	-9
O=C(Cn1c(=S)[nH]c2ccccc2c1=O)N1CCc2ccccc2C1	-20	-2	-0.3	-29	-6	20	1	22	10	-3	-11
CN(C)c1nc(N)nc(CSc2ncc(Cl)cc2Cl)n1	-10	-23	1.9	5	2	-42	-18	-48	-12	5	-26
O=C(CN1C(=O)NC2(CCCc3ccccc32)C1=O)c1ccc(F)c(F)c1 (stereo not given)	32	-39	-1.7	56*	7	0	-3	-7	-15	.	-4
COc1ccc(C(=O)N[C@H](C(=O)OCc2nc3ccsc3c(=O)[nH]2)C(C)C)cc1	0	2	0.0	-20	-1	0	7	-20	-7	-3	15
CCSc1nsc(NC(=O)Nc2cccc(C(C)=O)c2)n1	-20	-41	0.8	86*	11	-166	-35	-70	15	3	-99
CCN(CC)c1ccc(/C=N/NC(=O)c2cccc(S(=O)(=O)Nc3ccccc3OC)c2)c(O)c1	83	-19	-0.8	28	58*	20	72*	47	31	4	-8
c1ccc2nc(-c3nc4ccccc4o3)ccc2c1	25	-27	-4.5	-40	5	17	53	19	76*	3	-85
CC(C)c1ccc(C2CC(=O)c3cnc(N4CCc5ccccc5C4)nc3C2)cc1 (stereo not given)	-3	11	0.1	-5	-1	-64	2	-39	16	2	-16
CCN(CC)CCN1C(=O)C(=O)/C(=C(/O)c2ccc(S(=O)(=O)N3CCOCC3)cc2)C1c1ccc(C(C)(C)C)cc1 (stereo not given)	4	-10	-0.6	6	-4	-7	0	7	-6	0	-5
CCN(CC)S(=O)(=O)c1ccc(C(=O)OCC(=O)N2CCOCC2)cc1	4	6	-0.3	0	1	10	-6	-11	-5	2	-14
COc1ccc(CC(=O)Nc2ccc(F)c(Cl)c2)cc1S(=O)(=O)N1CCOCC1	8	-7	-0.6	13	2	16	16	15	-10	1	7
CCOC(=O)[C@H]1[C@H]2COc3ccc(OC)cc3[C@@H]2N2C(=O)c3ccc(C)cc3NC(=O)[C@@]12C	7	-21	0.8	0	-16	-7	8	-1	-4	1	5
CC1(OC(=O)CCc2ccccc2)C(=O)C=C2C=C3CCCN3C=C2C1=O (stereo not given)	-13	-5	1.0	-5	7	10	-6	3	-5	4	-15
Cc1ccc(-c2nc(CS(=O)(=O)CC(=O)NCCCN3CCOCC3)c(C)o2)cc1	-4	7	-0.4	-8	2	10	-8	20	20	-3	10
COc1ccccc1CCNC(=O)CSc1nc(-c2ccco2)cc(C(F)(F)F)n1	23	-10	-1.3	43	-2	21	.	7	1	2	3
COc1ccc(NC(=O)COC(=O)C2COc3ccccc3O2)cc1 (stereo not given)	-13	13	3.4	4	6	16	.	5	7	.	7

(cont.)
SMILES	Shn3 inh set2	KKLEB tox	hiPSC survival	CF NFkB inh	EBV LMP1 NFkB	HIF-2a block	TRPM1 prom inh	Peg3 prom inh	C8 TRAIL sens	NR2E3 ag-1	NR2E3 ag-2
CCC1(NC(C)=O)CC2CC1CC2NC(C)=O (stereo not given)	-3	3	-1.0	2	4	-5	13	0	21	1	-2
Cc1ccsc1C(=O)OCC(=O)NC1CCCC1	-57	13	-0.4	-11	-9	-188	-62	-168	9	0	-45
C[C@H](CO)N1C[C@H](C)[C@H](CN(C)C(=O)NC2CCCCC2)Oc2cc(-c3cccnc3)ccc2S1(=O)=O	1	3	6.3	-1	-4	2	.	12	-14	.	36
Cc1nn(Cc2ccc(Br)cc2)c(C)c1NC(=O)c1nn(C)cc1Cl	18	-1	-4.8	2	-3	9	4	6	-21	-1	2
c1ccc(-n2nnc3c(N4CCOCC4)ncnc32)cc1	-3	3	-0.7	-19	53*	10	14	-12	66*	1	-126
CCc1ccc(OCC(=O)NC(=S)Nc2ccc(F)cc2)c(Br)c1	7	12	-0.5	-4	-6	-112	-1	-76	2	4	-7
O=C(COC(=O)c1ccc[nH]c1=O)NC1CCCC1	0	-3	5.5	-5	-3	5	7	6	0	2	7
COC(=O)C1=C(C(C)=O)C(c2ccc(C)cc2)n2nnnc2N1 (stereo not given)	2	1	-1.4	0	4	10	-4	6	7	2	12
Nc1ccccc1-c1nc2ccccc2[nH]c1=O	-5	3	0.1	-2	-17	-283	-59	-183	-8	.	-42
OCC1CCCN(C(=S)Nc2ccc(Oc3ccccc3)cc2)C1 (stereo not given)	-7	-1	-0.9	3	-14	-154	-47	-221	6	2	-111
CCCCC1CCC(C(=O)OCC(=O)Nc2ccc(S(N)(=O)=O)cc2)CC1 (stereo not given)	-39	-3	-2.8	4	-8	0	-3	9	1	-2	-1
CCOCCCNC(=O)Cn1cnc2c(cnn2-c2ccc(OC)cc2)c1=O	4	0	0.3	2	2	17	0	-1	-24	-1	-7
CN(C(=O)COc1cc(=O)n(C)c2ccccc12)c1cccc(Cl)c1	9	7	0.6	-33	-6	-9	-5	-14	-13	2	-33

Arranged by SMILES length (descending): three of the compounds above.
SMILES	Shn3 inh set2	KKLEB tox	hiPSC survival	CF NFkB inh	EBV LMP1 NFkB	HIF-2a block	TRPM1 prom inh	Peg3 prom inh	C8 TRAIL sens	NR2E3 ag-1	NR2E3 ag-2
COc1cc(NC(=O)Nc2cccc([N+](=O)[O-])c2)cc(OC)c1	14	19	-3.3	-9	-1	-25	-3	-18	-2	2	-10
O=C(c1cccnc1Cl)N(Cc1ccccc1)Cc1ccccc1	-33	-18	0.7	8	-21	16	1	33	3	-1	-12
O=C(CSc1ncccn1)N1CCc2ccccc2C1	-15	-2	4.2	11	-8	-15	0	-8	-2	-1	-13
